High-throughput results deposited in PubChem by National Center for Advancing Translational Sciences (NCATS).
HepG2 tox – qHTS for Inhibitors of TGF-b: Cytotox Counterscreen. HepG2 CAGA-GFP viability, ATP luminescence, 18 h. Potency, µM (series often up to 46.1 µM), without a hit: top-dose activity change, negative = cytotoxicity, most hits filed as cytotoxic. 410,000 compounds, 0.76% hits; further: potency means the concentration at half of the fitted maximal effect; some results filed as inactive show a strong effect at the top dose
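CellTiter-Glo luminescence gave cytotoxicity after 18 hours at 37 degrees C. The cells were HepG2 CAGA-GFP in 1% FBS DMEM, stimulated with 500 pg/mL TGF-beta after compound addition. %Activity was normalised to no-cell wells (complete cell-killing) and DMSO (no toxicity), and curves were fitted and classified.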
EPAC2 ag – qHTS for Agonist of cAMP-regulated guanine nucleotide exchange factor 4 (EPAC2): primary screen. Rap guanine nucleotide exchange factor 4 (Homo sapiens), Q8WZA2. EPAC2 activation, biochemical qHTS; response scale: 100% = 6.5 mM cAMP response. Potency, µM (titrated, usually from 154 µM), without a hit: at the highest dose activation, hits mostly activators. 360,000 compounds, 0.079% hits. AID 720711, 2013; further: potency means the concentration at half of the fitted maximal effect; nearly all actives have a fitted effect of over 50% in size
Target sequence (Q8WZA2 whole entry, looked up): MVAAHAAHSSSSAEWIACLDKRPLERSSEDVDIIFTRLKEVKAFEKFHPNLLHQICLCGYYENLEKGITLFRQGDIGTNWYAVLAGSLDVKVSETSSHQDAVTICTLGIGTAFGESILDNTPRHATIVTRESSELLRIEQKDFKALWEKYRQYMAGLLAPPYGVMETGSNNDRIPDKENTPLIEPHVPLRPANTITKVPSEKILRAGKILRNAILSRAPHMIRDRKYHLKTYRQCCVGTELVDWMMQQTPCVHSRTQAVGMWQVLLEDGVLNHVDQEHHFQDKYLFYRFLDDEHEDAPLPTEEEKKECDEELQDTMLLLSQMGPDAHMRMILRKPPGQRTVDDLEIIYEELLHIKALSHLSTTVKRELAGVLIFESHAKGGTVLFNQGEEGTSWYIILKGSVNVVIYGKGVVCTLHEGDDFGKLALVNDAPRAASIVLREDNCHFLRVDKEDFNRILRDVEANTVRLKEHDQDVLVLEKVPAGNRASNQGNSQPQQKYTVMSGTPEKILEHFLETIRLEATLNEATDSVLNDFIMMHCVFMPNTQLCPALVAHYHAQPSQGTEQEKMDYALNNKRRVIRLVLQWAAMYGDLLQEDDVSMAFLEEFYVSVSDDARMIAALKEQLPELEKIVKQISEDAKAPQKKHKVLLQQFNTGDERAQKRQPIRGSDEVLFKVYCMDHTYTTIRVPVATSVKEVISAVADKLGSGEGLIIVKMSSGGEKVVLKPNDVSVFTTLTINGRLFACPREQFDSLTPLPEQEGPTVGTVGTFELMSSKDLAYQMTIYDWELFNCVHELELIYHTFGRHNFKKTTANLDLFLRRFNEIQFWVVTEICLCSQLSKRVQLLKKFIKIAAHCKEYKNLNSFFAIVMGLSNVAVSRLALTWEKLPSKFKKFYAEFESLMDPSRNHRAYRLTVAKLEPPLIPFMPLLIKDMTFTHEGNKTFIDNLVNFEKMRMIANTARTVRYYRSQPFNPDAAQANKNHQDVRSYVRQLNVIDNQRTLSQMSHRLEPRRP
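Fluorescence exchange assay: 100 nM EPAC2 with 250 nM RAP1B-BODIPY-GDP and 50 uM GDP; compounds tested as a concentration-titration series (qHTS). Loss of Rap1-bound BODIPY-GDP fluorescence read at 480/540 nm; data normalized to 6.5 mM cAMP.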
TGFb inhibitor – qHTS for Inhibitors of TGF-b | HepG2 CAGA-GFP TGF-b/SMAD3 reporter, GFP fluorescence, 18 h; TGF-beta stimulated, 500 pg/mL final | Potency, µM (highest dose often 46.1 µM), inactives show at the highest dose activity, negative = inhibition, hits mostly inhibitors | 410,000 compounds, 1.2% hits; further: potency means the concentration at half of the fitted maximal effect; on the % scale 0 is the no-effect control and ±100 the full control effect; nearly all actives have a fitted effect of over 65% in size
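First, reporter cells (HEPG2 CAGA-GFP) rested 2 h at 37 degrees C. Next, compounds were pinned in and TGF-beta added to 500 pg/mL final. After 18 h, GFP was imaged per cell and summed per well.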
ATXN viability – Viability Counterscreen for Primary qHTS for Inhibitors of ATXN expression. Potency, µM (doses to about 56.7 µM), actives largely listed as cytotoxic. S2 cells (HEK-293 line with an ATXN2-luciferase reporter) viability, CellTiter-Fluor protease fluorescence, 24 h. 400,000 compounds, 0.49% hits; further: potency means the concentration at half of the fitted maximal effect; nearly all actives have a fitted effect of over 40% in size
ATXN2 expr inh – Primary qHTS for Inhibitors of ATXN expression; HEK-293 ATXN2-luciferase reporter, luminescence, 24 h; Potency, µM (top dose mostly 57 µM), without a hit: at the top dose activity change, negative = inhibition, hits mostly inhibitors; 360,000 compounds, 0.72% hits; AID 1745845, 2022; further: potency means the concentration at half of the fitted maximal effect; on the % scale 0 is the no-effect control and ±100 the full control effect; nearly all actives have a fitted effect of over 55% in size
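qHTS (up to 57 uM final) was run with 24 h compound exposure of reporter cells at 37 °C. Each well was multiplexed: SteadyGlo luminescence measured ATXN2-luciferase expression after a fluorogenic Gly-Phe-AFC viability readout (25 uM final).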
Nrf2 ARE act – qHTS of Nrf2 Activators; 410,000 compounds, 0.31% hits; Potency, µM (top dose mostly 46.1 µM), for the others: top-dose activation, usual class: activators; AREc32 ARE-luciferase reporter (MCF7-derived line), luminescence, 24 h; further: potency means the concentration at half of the fitted maximal effect; % of control where 0% means no effect; nearly all actives have a fitted effect of over 65% in size
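Luciferase luminescence (Steady-Glo, 30 min at room temperature) served as the read-out of ARE activation in AREc32 cells treated with compounds for 24 hr at 37 deg C.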
Nrf2 inh – Nrf2 qHTS screen for inhibitors | A549 ARE-Fluc reporter, luciferase luminescence, 18-24 h | Potency, µM (titrated, usually from 46 µM), inactives show at the highest dose activity change, negative = inhibition, actives largely listed as inhibitors | 360,000 compounds, 2.1% hits; further: potency means the concentration at half of the fitted maximal effect; on the % scale 0 is the no-effect control and ±100 the full control effect; nearly all actives have a fitted effect of over 60% in size
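Reporter: ARE-Fluc in A549. Exposure: 18-24 h, 37 °C, 5% CO2, 5% FBS OPTI-MEM. Readouts: fluorescent cytotoxicity (CellTiter-Fluor), then luminescent Nrf2 signal after BugLite.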
IL-2 act – qHTS of IL-2 Activators. IL-2 activation reporter assay, cell-based qHTS; stimulated with anti-CD3/CD4/CD28 beads; in transgenic mouse T cells. activation, % (series mostly up to about 46 µM). 360,000 compounds, 0.065% hits; in the data active means activation above about 50%; inconclusive means mostly about 30% to 49%; further: 0% is about no effect
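Unstimulated transgenic mouse T cells preincubated 60 min with compound, then stimulated with anti-CD3/anti-CD4-coated beads plus anti-CD28 for 18 h at 37 degrees C. IL-2 response read as EGFP and DsRed fluorescence by plate cytometry.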
A549 tox – Nrf2 qHTS screen for inhibitors: counterscreen for cytotoxicity | A549 ARE-Fluc cells, CellTiter-Fluor viability, 18-24 h | Potency, µM (doses to about 46 µM), for the others: at the top dose activity change, negative = cytotoxicity, usual class: inhibitors | 390,000 compounds, 0.16% hits | AID 504648, 2011; further: potency means the concentration at half of the fitted maximal effect; on the % scale 0 is the no-effect control and ±100 the full control effect
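Cytotoxicity counterscreen: CellTiter-Fluor fluorescence was measured in A549 ARE_Fluc cells after 18-24 h of compound exposure in a concentration series. The subsequent BugLite luminescent read reports ARE-luciferase activity.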
* hit, by the source's call; i = inactive; ? = inconclusive; . = no result given; & = joins results of further samples; [ ] = remark or other dose. Unless noted, the call rests on the fitted dose curve; in most records, active means well fitted curve in the direction sought with a large enough effect; inconclusive means small, poorly fitted or top-dose-only effect, or another doubt; inactive means no such curve, though single readings can be large; an effect the other way counts as inactive or inconclusive.

SMILES	HepG2 tox	EPAC2 ag	TGFb inhibitor	ATXN viability	ATXN2 expr inh	Nrf2 ARE act	Nrf2 inh	IL-2 act	A549 tox
O=C(/C=C/c1cccc(Cl)c1)N1CCC(Cc2ccccc2)CC1	-17%	-1%	?	?	45%[activator]	1.6%[9.22 µM]	?	-0.3	-3%
Cc1onc(-c2c(F)cccc2Cl)c1C(=O)N1CCCc2ccccc21	-29%	9%	3%	?	-19%	-0.2%	-17%	-0.5	?
COc1ccccc1C(=O)N/N=C/c1ccc(Cl)s1	-4%	6%	4%	i	22%	22%	?	0.6	4%
Cc1cc(C)c(C(=O)CSc2nnc(N)s2)c(C)c1	-25%	6%	-18%	i	-3%	-0.4%	5%	-0.6	-2%
COc1ccc(-c2cc(C(=O)Nc3c(C)nn(Cc4ccc(Cl)cc4)c3C)no2)cc1	-18%	-2%	1%	?	-28%	-0.3%	?	-1.6	?
CCOC(=O)C1(C)C=C(Nc2ccc(O)cc2)C(=O)N1c1ccc(O)cc1 (centres undefined)	1%	-2%	-1%	?	-17%	6.5%	?	0.0	-7%
CC(=O)c1c(C)[nH]c(C(=O)CSc2nnc(-c3cccs3)n2Cc2ccccc2)c1C	-3%	3%	-31%	i	1%	0.7%	.	-1.6	-13%
COc1ccc(C)cc1N(C(=O)c1ccccc1)c1nc2ccccc2s1	-52%	16%	-3%	i	-4%	5.3%	-14%	-0.6	-4%
COc1ccc(-n2cc(-c3ccc(Cl)cc3)[nH]c2=S)cc1	20%	3%	-22%	i	.	5.7%	7%	-0.2	-2%
Cc1ccc(NC(=O)CN2C(=O)NC(C)(CC(C)C)C2=O)cc1F (centres undefined)	-15%	2%	-1%	i	5%	3.3%	-4%	0.1	-5%
C=CCC(O)(CCN1CCCCC1)c1ccccc1 (centres undefined)	-22%	10%	12%	i	-5%	-1.0%	.	-1.6	5%
Cc1ccc(-c2nc(SCC(=O)Nc3cc(S(=O)(=O)N4CCCCC4)ccc3Cl)n[nH]2)cc1	-4%	9%	0%	?	-20%	3.4%	?	-5.0	?
Cc1cccc(C)c1NC(=O)C(NC=O)c1ccc(Cl)cc1 (centres undefined)	10%	1%	-2%	i	-7%	0.2%	-11%	-2.0	0%
O=C(N/N=C/c1ccc(Cl)c([N+](=O)[O-])c1)C1CC1	-21%	3%	-16%	i	4%	?	11%	0.2	-2%
Cc1ccc(OCc2nnc(-c3ccccc3)o2)cc1	1%	.	10%	i	42%[activator]	3.9%	?	.	15%
COC(=O)c1ccc(/C=N/NC(=O)CC(=O)NC2CCCCC2)cc1	4%	-2%	?	i	-20%	-0.5%	-16%	-1.9	3%
CN1CCC2(CC1)NC(=O)NC2=O	-7%	-4%	4%	i	2%	-0.3%	8%	0.0	13%
CCOC(=O)c1nn(-c2ccccc2)c(C#N)c1NC(=O)c1nn(CC)cc1Br	-34%	5%	?	i	-8%	0.2%	?	-3.6	16%[1.84 µM]
COc1ccc(NC(=O)c2cnc(NS(=O)(=O)c3ccccc3)nc2)cc1	9%	1%	12%	i	1%	-0.5%	-2%	1.7	-4%
CCOC(=O)C1=CN(Cc2ccco2)S(=O)(=O)N(C)C1c1ccc(C(F)(F)F)cc1 (centres undefined)	-31%	-2%	-12%	?	-12%	12%	-14%	-0.2	-6%
Cc1ccc(NC(=O)C(=O)NCc2ccco2)c(C)c1	8%	-4%	11%	?	5%	11%	?	0.1	3%
Nc1cc(OCc2ccccc2)ccc1OCc1ccccc1	0%	8%	22%	i	49%[activator]	-0.2%	?	0.2	-1%
O=C(O)c1ccc(COc2ccc(Cl)cc2)o1	0%	5%	4%	i	22%	-0.7%	26%	-3.0	-3%
O=C(Nc1nonc1-c1ccc(Br)cc1)c1ccco1	-25%	.	-10%	i	-30%	?	-33%	.	-2%
CCOC(=O)C(c1nc2ccccc2[nH]1)n1c(-c2ccccn2)nc2ccccc21 (centres undefined)	-1%	6%	-26%	?	29%	6.6%	.	-0.7	.
CC(=O)Nc1ccc(NC(=O)C(C)OC(=O)C(C)SCC(=O)Nc2ccc(F)cc2)cc1 (centres undefined)	-1%	-2%	-9%	i	7%	-0.1%	11%	-2.5	-1%
O=C(COn1nnc2ccc(C(F)(F)F)cc21)Nc1nnc(-c2ccccc2)o1	-24%	-8%	?	?	-5%	0.1%	?	-0.8	-7%
CC1CCC2C(=O)N(c3ccccc3OC(=O)c3ccccc3)C(=O)C2C1 (centres undefined)	-43%	-1%	-2%	i	-20%	2.1%	-13%	-0.7	-15%
O=S(=O)(c1ccc(F)cc1)N1CCN(c2ccccc2)CC1	-34%	17%	-8%	i	0%	-0.7%	-17%	-0.1	2%
COc1ccc(NC(=O)C2CCCN(S(=O)(=O)c3ccccc3)C2)c(OC)c1 (centres undefined)	-19%	0%	0%	?	-12%	-0.3%	?	-1.9	-9%
COc1ccccc1C1SCCN1S(=O)(=O)c1ccccc1 (centres undefined)	-2%	13%	-4%	i	.	-2.7%	.	-0.3	.
O=C(Cc1ccccc1[N+](=O)[O-])NC1CCN(Cc2ccccc2)CC1	-49%	12%	-9%	i	5%	0.8%	1%	2.0	2%
Cc1occc1C(=O)Nc1cc(C(F)(F)F)ccc1Cl	-3%	-3%	-10%	?	-3%	6.0%	-20%	-0.4	-7%
N=c1ccn2c(n1)O[C@H]1[C@H](O)[C@@H](CO)O[C@H]12	-1%	4%	0%	i	-38%	-0.7%	0.18µM*	-1.0	-9%
O=C1CCC(=O)N1OCCCOc1ccccc1	-12%	3%	0%	.	.	0.0%	9%	-2.4	-14%
Cc1sc(NC(=O)CSc2nnc(N)s2)c(C#N)c1C	13%	-1%	11%	i	1%	5.6%	-1%	0.2	3%
O=C(NC[C@@H]1CC[C@@H](Cc2ccc(-c3ccccc3)cc2)O1)Nc1ccc(Br)cc1	-22%	12%	11µM*	?	?	4.9%	?	-0.4	-19%
O=C(NNC(=O)c1n[nH]c(=O)c2ccccc12)c1ccc(Br)cc1	9%	1%	8%	i	2%	0.4%	-6%	-0.5	0%
Cc1cnc(C(=O)Nc2nc(-c3ccccc3)cs2)cn1	-1%	-2%	26%	i	-3%	0.6%	-21%	2.0	9%
CCn1c2ccc(F)cc2c2nnc(SCCN3CCOCC3)nc21	1%	-2%	2%	i	.	3.2%	-20%	0.1	-1%
CC1CN(c2oc(-c3cccs3)nc2C#N)CC(C)O1 (centres undefined)	-24%	0%	16%	i	-8%	7.3%	.	0.0	0%
COc1c(Cl)cc(Cl)cc1C(=O)Nc1cccc(-c2nc3ccccc3o2)c1C	5%	.	9%	i	3%	-1.0%	4%	.	15%
O=C(NCc1ccccc1F)c1ccc(S(=O)(=O)Nc2cccc(C(F)(F)F)c2)cc1	-11%	-12%	-20%	i	3%	0.3%	?	-2.6	-1%
CCSc1nnc2c3cc(CC)ccc3n(C)c2n1	-3%	0%	2%	i	.	14%	?	-0.4	14%
COc1cccc(C2=NOC(C(=O)Nc3cccnc3)C2)c1 (centres undefined)	-24%	11%	-10%	i	-11%	0.1%	.	1.6	-16%
CCCn1c(C)cc(/C=C(\C#N)C(=O)OCC(=O)Nc2cccc(OC)c2)c1C	-15%	11%	13%	i	-20%	0.2%	-29%	-0.8	1%
COc1ccccc1/C=C(\C#N)c1nc(-c2cc3ccccc3oc2=O)cs1	-4%	.	8%	i	4%	22%	0%	.	-1%
CC1CCC(NC(=O)CCN2C(=O)C3CC=CCC3C2=O)CC1 (centres undefined)	-1%	-4%	4%	?	10%	0.3%	5%	0.3	-1%
CCn1c(=O)c(C(=O)CN(C)Cc2cccc(OC)c2OC)c(N)n(Cc2ccccc2)c1=O	2%	2%	14%	i	-13%	-0.2%	8%	0.2	1%
COc1ccccc1CNC(=O)c1cc(-c2cc(Cl)ccc2C)n[nH]1	-28%	16%	-28%	?	0%	0.6%	.	-0.7	.
N#C/C(=N\O)c1nc(-c2ccccc2)cs1	-35%&-27%	7%&3%	11%&7%	i	-2%	3.1%&0.3%	1%&-1%	-0.8&-0.5	-1%
Cc1ccccc1-n1ccnc1SCC(=O)O	-64%	4%	-22%	i	3%	0.4%	10%	1.8	1%
CCOc1ccc(OCC(=O)Nc2c(C(=O)Nc3ccc(C)cc3)oc3ccccc23)cc1	-1%	.	10%	i	4%	0.3%	-10%	.	0%
CCOc1ccc(CNS(=O)(=O)c2ccc(-c3cc(C(F)(F)F)on3)s2)cc1	0%	.	-18%	.	.	0.5%	7%	.	21%
COc1ccc(Cl)cc1C(=O)Nc1nnc2n1CCS2	0%	.	15%	i	-12%	-0.4%	.	.	6%

Ordered by count of non-hydrogen atoms (rising): four of the compounds above.
SMILES	HepG2 tox	EPAC2 ag	TGFb inhibitor	ATXN viability	ATXN2 expr inh	Nrf2 ARE act	Nrf2 inh	IL-2 act	A549 tox
N#C/C(=N\O)c1nc(-c2ccccc2)cs1	-35%&-27%	7%&3%	11%&7%	i	-2%	3.1%&0.3%	1%&-1%	-0.8&-0.5	-1%
COc1ccc(Cl)cc1C(=O)Nc1nnc2n1CCS2	0%	.	15%	i	-12%	-0.4%	.	.	6%
COc1cccc(C2=NOC(C(=O)Nc3cccnc3)C2)c1 (centres undefined)	-24%	11%	-10%	i	-11%	0.1%	.	1.6	-16%
COc1c(Cl)cc(Cl)cc1C(=O)Nc1cccc(-c2nc3ccccc3o2)c1C	5%	.	9%	i	3%	-1.0%	4%	.	15%
